POLH inh – blocks human DNA polymerase eta activity | recombinant Pol eta, fluorescent DNA replication assay | 390,000 tested, 1.2% active | Potency, µM (titrated, usually from 114 µM), inactives show at the top dose activity change, negative = inhibition, actives largely listed as inhibitors; note: % is set by controls: 0 for no effect and ±100 for the full control effect
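Pol eta (10 nM) was preincubated with compounds for 15 min at room temperature, after which fluorescent replication substrate (50 nM final) was added to start the reaction. Fluorescence was read kinetically at 0 and 10 min.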
Pol beta inh – inhibitors of human DNA polymerase beta; P06746; Pol beta primer extension/strand displacement, fluorescence kinetic; Potency, µM (doses to about 114 µM), for the others: at the highest dose activity change, negative = inhibition, most hits filed as inhibitors; 340,000 tested, 1.3% active; AID 485314; note: % is set by controls: 0 for no effect and ±100 for the full control effect
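Pol beta (10 nM) and compounds were preincubated 15 min at room temperature, then 50 nM substrate (final) started primer extension/strand displacement. Reads were taken at 0 and 10 min; concentration-response data were fitted to a four-parameter Hill equation.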
JMJD2A Tudor inh – inhibitors of human JMJD2A Tudor domain; O75164; AlphaScreen JMJD2A-Tudor / H3K4me3 peptide binding; Potency, µM (series often up to 114 µM), for inactives: at the highest dose activity change, negative = inhibition, usual class: inhibitors; 390,000 tested, 4.4% active; note: % is set by controls: 0 for no effect and ±100 for the full control effect; nearly all actives have a fitted effect of over 50% in size
BLM inh – inhibitors of human Bloom syndrome helicase BLM; 350,000 tested, 0.2% active; P54132; recombinant BLM DNA unwinding, fluorescence dequenching; Potency, µM (doses to about 56.1 µM), for inactives: at the top dose activity change, negative = inhibition, actives largely listed as inhibitors;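 note: plate controls were vehicle for no effect and no enzyme for full effect; nearly all actives have a fitted effect of over 35% in size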
G9a block – G9a (human) methyltransferase inhibition | Potency, µM (doses to about 102 µM), for the others: at the highest dose activity, negative = inhibition, usual class: inhibitors | G9a H3K9 monomethylation, AlphaScreen, 2 h | 350,000 tested, 8.8% active; note: % is set by controls: 0 for no effect and ±100 for the full control effect; nearly all actives have a fitted effect of over 75% in size
Target sequence (Q96KQ7 913-1193 limits assumed): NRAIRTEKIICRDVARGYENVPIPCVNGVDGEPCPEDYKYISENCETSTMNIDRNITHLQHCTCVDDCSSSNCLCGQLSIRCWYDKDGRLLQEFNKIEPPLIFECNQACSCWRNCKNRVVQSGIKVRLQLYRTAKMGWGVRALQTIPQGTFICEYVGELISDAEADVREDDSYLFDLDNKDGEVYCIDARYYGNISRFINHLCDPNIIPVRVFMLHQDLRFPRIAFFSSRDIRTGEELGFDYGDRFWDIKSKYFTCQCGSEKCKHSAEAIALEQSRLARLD
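Using a bead-based AlphaScreen, monomethylated H3K9 product from 2 h room-temperature reactions (G9a 20 nM, peptide 500 nM, SAM 20 uM) was detected with 0.5 ug/mL rabbit anti-H3K9me1 antibody.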
APEX1 inh – inhibitors of human APE1 endonuclease; recombinant APE1, TAMRA/BHQ-2 abasic DNA cleavage fluorescence; 350,000 tested, 0.35% active; P27695; Potency, µM (series often up to 65.8 µM), inactives show at the top dose activity change, negative = inhibition, most hits filed as inhibitors;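 note: plate controls were vehicle for no effect and reference inhibitor for full effect; nearly all actives have a fitted effect of over 55% in size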
Target sequence (P27695 whole entry, looked up): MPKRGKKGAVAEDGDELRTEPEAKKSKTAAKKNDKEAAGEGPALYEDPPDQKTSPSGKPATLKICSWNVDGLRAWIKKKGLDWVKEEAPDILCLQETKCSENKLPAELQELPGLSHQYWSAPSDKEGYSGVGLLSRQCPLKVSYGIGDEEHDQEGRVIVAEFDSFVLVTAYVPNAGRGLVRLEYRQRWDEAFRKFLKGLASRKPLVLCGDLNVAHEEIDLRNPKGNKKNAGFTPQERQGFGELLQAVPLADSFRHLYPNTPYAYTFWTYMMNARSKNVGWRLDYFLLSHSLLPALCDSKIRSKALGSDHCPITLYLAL
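Substrate: short duplex with […] THF abasic site, 5'-TAMRA and 3'-BHQ-2, 50 nM final. APE1 at 0.75 nM, preincubated 15 min RT with compound. Fluorescence increase from first to third read measured activity.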
BAZ2B block – inhibitors of human BAZ2B bromodomain; AID 504333; 360,000 tested, 4.4% active; Q9UIF8; Potency, µM (series often up to 114 µM), without a hit: at the top dose activity change, negative = inhibition, hits mostly inhibitors; AlphaScreen BAZ2B-H3K14Ac peptide displacement; note: % is set by controls: 0 for no effect and ±100 for the full control effect; nearly all actives have a fitted effect of over 60% in size
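AlphaScreen displacement of biotin-H3(5-23)K14Ac peptide (50 nM final) from BAZ2B (50 nM final) in PBS pH 7.4, 0.01% Tween-20; complex preformed 30 min RT, then compounds (top 110 uM) 30 min RT, beads 20 min dark.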
POLI inh – DNA polymerase iota (human) inhibition; Q9UNA4; Pol iota fluorescent replication assay, 10 min; Potency, µM (top dose mostly 115 µM), inactives show at the top dose activity, negative = inhibition, most hits filed as inhibitors; 390,000 tested, 1% active
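Fluorescent replication assay read twice, at 0 min and 10 min after adding 50 nM (final) substrate. Enzyme (10 nM) and compounds were first incubated 15 min at room temperature; enzyme-free buffer wells were negative controls.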
Pol kappa inh – blocks human DNA polymerase kappa activity | Q9UBT6 | purified Pol kappa, fluorescent DNA synthesis assay, 10 min | Potency, µM (titrated, usually from 107 µM), for the others: top-dose activity, negative = inhibition, most hits filed as inhibitors | 400,000 tested, 0.53% active; note: % is set by controls: 0 for no effect and ±100 for the full control effect
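10 nM Pol kappa was preincubated with compounds for 15 min at room temperature. Reaction started with 50 nM (final) substrate. Fluorescence read kinetically at 0 and 10 min.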
The depositor's hits bear a star; u = inconclusive; x = no result given; & = joins results of further samples; [ ] = dose if it differs, or a comment. Calls come from the whole dose curve; as a rule, active = well fitted curve in the direction sought with a large enough effect; inconclusive = small, poorly fitted or top-dose-only effect, or another doubt; inactive = no such curve, though single readings can be large; an effect the other way counts as inactive or inconclusive. Potency is the fitted concentration of half-maximal effect.

POLH inh,Pol beta inh,JMJD2A Tudor inh,BLM inh,G9a block,APEX1 inh,BAZ2B block,POLI inh,Pol kappa inh,SMILES
7%,-1%,-7%,-1%,-4%[12.7 µM],12%,17%,2%,-17%,CSc1ccccc1NC(=O)CN(c1cc(C)cc(C)c1)S(C)(=O)=O
-8%,17%,-11%,-1%,8.9µM*,12%,-14%,109%[activator],1%,O=C(NCc1n[nH]c(=S)n1-c1cccc(C(F)(F)F)c1)c1ccc(S(=O)(=O)N2CCCCC2)cc1
-14%,1%,-14%,1%,-41%,32%,-38%,21%,3%,CCOc1ccccc1Nc1nc2ccc(C)cc2n2cnnc12
-5%,-1%,-11%,-1%,14%,-2%,12%,14%,-10%,CCOC(=O)N1CCN(C(=O)C(NC(=O)C2CCC(C)CC2)C(C)C)CC1 (stereo not given)
-17%,10%,u,-4%,5%,2%,2%,-6%,-8%,O=C1C2CCCN2C(c2ccc(F)cc2)N1c1ccc(Cl)cc1 (stereo not given)
-7%,0%,5%,-6%,-10%[12.7 µM],u,-4%,u,-19%,O=C(Nc1ccc2nsnc2c1)N1CCCCC1
4%,7%,2%,-3%,24%[0.0925 µM],-15%,14%,-1%,-16%,Cc1cc(NC(=O)c2cccc3c2C(=O)N(C2CCCCC2)C3)ccc1Br
-11%,-10%,-35%,-10%,-4%[12.7 µM],1%,-26%,-9%,-21%,CC(C)(C)[C@H]1C=C(C(=O)N2CCN(Cc3ccccc3)CC2)O[C@@H](OCc2ccc(CO)cc2)C1
-7%,x,u,x,2%[2.33 µM],-32%,-9%,u,-33%,O=C(CCNS(=O)(=O)c1cccc(Cl)c1)OCC(=O)N1CCN(C(=O)c2ccco2)CC1
-8%,-17%,-18%,0%,9%,-2%,-28%,0%,-8%,CCOc1cc(NC(=S)Nc2cccc(C)c2)c(OCC)cc1NC(=O)CC(C)C
-16%,1%,-12%,-3%,2%[59 µM],x,-2%,15%,1%,CC(NC(=O)c1ccc2c(c1)CCN2S(=O)(=O)c1ccc(Cl)cc1)c1ccccc1 (stereo not given)
-6%,1%,-26%[11.4 µM],-8%,u,3%,x,u,0%,Cn1c(=O)n(Cc2ccc(F)cc2)c(=O)c2c1nc1n2CCCN1C1CCCCC1
4%,-25%,0%,-3%,18%,-5%,-2%,17%,-19%,Cc1ccc(NC(=O)Cn2cc(S(=O)(=O)c3ccccc3)c(=O)c3cc(F)ccc32)cc1
-13%,-19%[57.1 µM],-18%,-4%,-26%,-1%,3%,18%,-3%[60.1 µM],Cc1ccc2nc(NC(=O)C3=NN(c4ccccc4)C(=O)CC3)sc2c1
-20%,1%,-22%,-8%,52%[activator][59 µM],-5%,-11%,8%,0%,Cc1[nH]n(-c2ccccc2)c(=O)c1CCOC(=O)c1cccc(C(F)(F)F)c1
-25%&-21%,1%&8%,-3%&-19%,-4%&-2%,41%,71%[activator],-31%&0%,-4%&27%,8%,Cc1cccc(NC(=O)c2ccc(F)c(S(=O)(=O)N3CCC4(CC3)OCCO4)c2)c1
-17%,59%,-13%,-3%,0%[59 µM],x,-12%,-5%,-22%,Cc1cc(C)cc(NC(=O)CSc2nc3nccnc3c(=O)n2CCc2c[nH]c3ccccc23)c1
-21%,27%,-7%,1%,u,8%,-1%,11%,0%,CC1CN(C(=O)Cn2cc(S(=O)(=O)CC(=O)N(C)c3ccccc3)c3ccccc32)CC(C)O1 (stereo not given)
-19%,1%,-23%,-6%,-14%,17%,-19%,48%[activator],-12%,Cc1ccccc1SCC(=O)N/N=C/c1ccc(F)cc1
x,x,x,1%,-3%[12.7 µM],2%,x,x,2%[60.1 µM],O=C(c1cnccn1)N1CCC2(CCCN(Cc3nccs3)C2)CC1
-7%,99%,-19%,-8%,-50%,9%,-28%,-11%,4%,CC[C@@H](C)[C@H](CN[C@H](CNC)C(C)C)NC[C@@H](C)c1ccc(CC(C)C)cc1
-16%,x,-10%,x,x,x,x,24%,-5%,Cc1cn(CC(=O)NCCCn2ccnc2)c(=O)[nH]c1=O
9%,-1%,1%,-1%,-29%,-1%,-11%,8%,-8%,CC(C)C(NC(=O)C1CCC(C(C)(C)C)CC1)C(=O)NCc1cccnc1 (stereo not given)
-13%,-3%,-33%,-4%,70%[activator][59 µM],-9%,u,4%,-4%,O=[N+]([O-])c1ccc(N2CCC(=NOCc3ccc(Cl)cc3)CC2)cc1
-4%,-21%,-7%,1%,-10%[59 µM],u,10%,-9%,10%,CCOc1ccc(Cn2nnc(C(=O)Nc3cc(C)cc(C)c3)c2N)cc1
-22%,2%,-1%,-1%,7%[59 µM],x,2%,13%,-4%,CN(Cc1ccccc1)C(C(=O)NC1CCCCC1)c1ccc(Cl)cc1 (stereo not given)
-5%,-9%,-37%,1%,-5%[59 µM],-5%,6%,29%,-11%,COc1cc2nc(=S)n3[nH]c(COc4ccccc4C)nc3c2cc1OC
-9%,-6%,-9%[11.4 µM],-3%,6%,2%,9%,1%,-4%,Cc1cccc(C(=O)NNC(=O)c2ccc(Cl)cc2)c1O
-5%,-21%,56µM*,-3%,34%[59 µM],-5%,22µM*,18%,6%,CC1=NN(c2nc3ccccc3[nH]2)C(=O)/C1=C/N(C)C
-2%,-22%,-29%,-9%,u,x,-21%,24%,-17%,COc1ccc(OC)c(S(=O)(=O)Nc2cc3c(C(C)=O)c(C)oc3c3ccccc23)c1
-15%,4%,1.1µM*,2%,7.1µM*,5%,50µM*,116%[activator],-2%,Cc1cc(C)c(OCCNCc2ccccc2)c(C)c1
u,35µM*,-27%,u,1%,u,0%,u,u,O=c1oc2cc(O)ccc2c2oc3cc(O)ccc3c12
-17%,4%,-10%,-2%,-10%,1%,-5%,20%,9%,Cc1ccc(NC(=O)c2ccccc2Br)cc1S(=O)(=O)N(C)C
-24%,24%,19%,0%,x,17%,-2%,-4%,4%,O=C(CCl)N=c1sccn1Cc1ccccc1Cl
-13%,16%,-21%,-10%,-39%[59 µM],-11%,-5%,6%,-11%,O=C(CC1S/C(=N\S(=O)(=O)c2ccccc2)N(c2ccccc2)C1=O)Nc1ccc(F)cc1 (stereo not given)
-10%,5%,-5%,1%,33%,0%,-17%,-10%[58.9 µM],-2%,Cc1cccc(N2C(=O)C3C4C=CC(C5CC45)C3C2=O)n1 (stereo not given)
-14%,-24%,-7%,-4%,10%[59 µM],x,5%,u,2%[60.1 µM],CCc1cccc(C)c1NC(=O)c1cc(S(=O)(=O)N2CCN(c3ccccc3)CC2)ccc1F
-13%,-26%,5%,-5%,16%[2.33 µM],2%,-3%,-1%,-6%,CCCOc1ccc(Cc2c(O)nc(N)[nH]c2=O)cc1C
-12%,-10%,-7%,1%,24%,0%,-2%,5%,5%,OCCCc1nc2ccccc2n1CCOc1ccccc1
-6%,x,-10%,x,x,33%,x,50%[activator],-17%,O=C(NCCCN1CCCC1=O)c1ccccc1OCc1ccc(Cl)cc1Cl
-3%,-1%,-10%,3%,-27%,10%,0%,62%[activator],-1%,CC(C)(C)c1nnc(NC(=O)C2CCN(C(=O)c3ccco3)CC2)s1
1%,14%,-18%,1%,-25%[59 µM],x,-2%,-10%,6%,Cc1ccc(NC(=O)CCc2nc(-c3ccccc3F)no2)c(C)c1
-4%,u,-12%,-1%,-6%[59 µM],6%,-6%,-3%,16%,CCOC(=O)CCc1c(C)nc2cc(-c3ccccc3OC)[nH]n2c1=O
-27%,16%,-30%,-3%,4%,7%,-18%,37%[activator],-11%,O=C1Nc2ccccc2/C1=C/c1ccnc2ccccc12
-8%,-1%,-12%,-12%,0%[0.501 µM],7%,0%,12%,0%,Cc1ccccc1CC1(CO)CCCN(C(=O)c2cc(-c3ccccc3)no2)C1 (stereo not given)
-15%,18%,-5%,-3%,-10%,2%,-27%,-9%,0%,CCOC(=O)c1oc2ccccc2c1NC(=O)c1ccc(S(=O)(=O)N(C)C)cc1
-8%,x,-11%,x,6%[12.7 µM],10%,-4%,-7%,-7%,CCN(CC(=O)Nc1c(F)cccc1F)C(=O)CCC(=O)c1ccc(C)cc1
-2%,x,-24%,x,x,x,x,30%[activator],-1%,Cc1cc(C(=O)N2CCc3ccccc3C2)c(C)o1
u,1%,u,-16%,x,2%,6%,11%,-10%,O=C(CNC(=O)c1[nH]cnc1C(=O)NC(c1ccccc1)c1ccccc1)OCc1ccccc1
-6%,39%,0%[57.1 µM],-2%,-5%,-1%,7%,-1%,2%,c1ccc(-n2c(-c3ccncc3)nnc2-c2cccs2)cc1

A second format for some results above.
SMILES	POLH inh	Pol beta inh	JMJD2A Tudor inh	BLM inh	G9a block	APEX1 inh	BAZ2B block	POLI inh	Pol kappa inh
CCOC(=O)CCc1c(C)nc2cc(-c3ccccc3OC)[nH]n2c1=O	-4%	u	-12%	-1%	-6%[59 µM]	6%	-6%	-3%	16%
Cc1cccc(N2C(=O)C3C4C=CC(C5CC45)C3C2=O)n1 (stereo not given)	-10%	5%	-5%	1%	33%	0%	-17%	-10%[58.9 µM]	-2%
CC1=NN(c2nc3ccccc3[nH]2)C(=O)/C1=C/N(C)C	-5%	-21%	56µM*	-3%	34%[59 µM]	-5%	22µM*	18%	6%

Arranged by value in Pol kappa inh (low to high): some entries from above
POLH inh,Pol beta inh,JMJD2A Tudor inh,BLM inh,G9a block,APEX1 inh,BAZ2B block,POLI inh,Pol kappa inh,SMILES
-27%,16%,-30%,-3%,4%,7%,-18%,37%[activator],-11%,O=C1Nc2ccccc2/C1=C/c1ccnc2ccccc12
-12%,-10%,-7%,1%,24%,0%,-2%,5%,5%,OCCCc1nc2ccccc2n1CCOc1ccccc1
-5%,-21%,56µM*,-3%,34%[59 µM],-5%,22µM*,18%,6%,CC1=NN(c2nc3ccccc3[nH]2)C(=O)/C1=C/N(C)C

Continuation.
POLH inh,Pol beta inh,JMJD2A Tudor inh,BLM inh,G9a block,APEX1 inh,BAZ2B block,POLI inh,Pol kappa inh,SMILES
-11%,u,-15%,-9%,21%[2.33 µM],-4%,-2%,-7%,-17%,CCCCC(=O)Nc1ccc(C(=O)NNC(=O)CCc2ccccc2)cc1
-17%,1%,-22%,-5%,1%,5%,-9%,-13%,-21%,COC(=O)c1ccc(NC(=S)N2CCN(Cc3ccccc3Cl)CC2)cc1
-15%,51%,-20%,2%,20%,-21%,5%,5%,-13%,CN1CCN(C(=O)c2cnn(-c3ccccc3)c2NC(=O)c2ccc([N+](=O)[O-])cc2)CC1
-17%,x,-25%,x,x,x,x,-3%,4%,O=c1cc2c(c(-c3ccccc3)n1Cc1ccccc1)[C@H](CCO)NC2
u,0%,u,-8%,x,-12%,u,13%,-3%,NC(=O)CC(NC(=O)c1cccc(Br)c1)c1ccc(N2CCCCCC2)c([N+](=O)[O-])c1 (stereo not given)

High-throughput results from PubChem.

Some of the compounds tested (hit frequency here may not be typical).
